LMPTP block = LMPTP (human) inhibition. P24666. recombinant LMPTP-A, OMFP fluorogenic substrate, fluorescence intensity. inhibition, % at 20 µM. actives 0.22% (n = 360,000). AID 651560;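 active = compounds that cut the enzyme signal by at least half of the control window in the single-dose screen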;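 note: plate controls were DMSO wells with enzyme plus substrate for no effect and substrate without enzyme for full effect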
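Assay system: LMPTP-A enzyme. Input: 0.625 nM LMPTP-A final. Probe or stimulus: 400 µM OMFP. Compound dosing: single 20 µM dose. Schedule: 50 min dark incubation at room temperature. Detection: fluorescence intensity of OMFP turnover product. Read-out: percent inhibition versus substrate-only and uninhibited controls. Benchmarks: no-enzyme low control, uninhibited high control.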
NRP1-CendR mod = modulators of CendR peptide binding to human neuropilin-1. inhibition, % at 25 µM. O14786. actives 0.85% (n = 360,000). FAM-RPARPAR peptide binding to NRP-1, fluorescence polarization;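 active = inhibition or corrected inhibition above about 18%, plus a signal ratio from 0.5 to 1.5, limit read from the data, passing the limit was not always enough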; note: strong numbers were not always called active
Target sequence (O14786 whole entry, looked up): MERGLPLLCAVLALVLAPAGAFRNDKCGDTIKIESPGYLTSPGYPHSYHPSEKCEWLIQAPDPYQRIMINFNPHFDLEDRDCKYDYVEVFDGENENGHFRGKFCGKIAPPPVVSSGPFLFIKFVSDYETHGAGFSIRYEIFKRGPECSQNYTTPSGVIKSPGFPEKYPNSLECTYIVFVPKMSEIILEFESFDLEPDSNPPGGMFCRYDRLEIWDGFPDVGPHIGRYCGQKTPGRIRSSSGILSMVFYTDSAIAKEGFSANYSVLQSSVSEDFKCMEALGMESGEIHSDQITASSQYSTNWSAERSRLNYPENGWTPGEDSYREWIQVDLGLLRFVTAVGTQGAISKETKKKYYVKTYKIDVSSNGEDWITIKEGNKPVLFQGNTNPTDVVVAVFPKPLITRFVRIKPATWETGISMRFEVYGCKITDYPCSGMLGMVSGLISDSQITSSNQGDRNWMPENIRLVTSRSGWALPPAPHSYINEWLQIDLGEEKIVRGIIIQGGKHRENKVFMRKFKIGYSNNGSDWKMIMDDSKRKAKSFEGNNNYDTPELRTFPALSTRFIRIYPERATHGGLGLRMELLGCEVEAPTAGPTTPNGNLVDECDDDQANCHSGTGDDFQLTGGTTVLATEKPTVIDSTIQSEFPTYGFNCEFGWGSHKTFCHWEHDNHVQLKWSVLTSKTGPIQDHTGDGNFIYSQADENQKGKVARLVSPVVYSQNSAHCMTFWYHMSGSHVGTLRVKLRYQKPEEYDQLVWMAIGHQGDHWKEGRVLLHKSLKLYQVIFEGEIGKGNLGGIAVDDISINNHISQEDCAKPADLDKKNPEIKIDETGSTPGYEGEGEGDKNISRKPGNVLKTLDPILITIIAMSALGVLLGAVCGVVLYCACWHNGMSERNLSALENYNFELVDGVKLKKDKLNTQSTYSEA
DNMT1 block = DNMT1 (human) enzyme inhibition; AID 588458; actives 0.83% (n = 360,000); inhibition (reported as % activation of signal), % at 10 µM; DNMT1 molecular beacon, Hinp1I cleavage, fluorescence; P26358; in the data active = inhibition above about 50%
TbMetRS inhib = Trypanosoma brucei MetRS inhibition | purified T. brucei MetRS, ATP depletion, Kinase-Glo luminescence | inhibition, % at 11.9 µM | actives 0.4% (n = 360,000);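 active = inhibition above a per-plate cutoff of the control wells' mean inhibition plus 3 SD, cut at about 5.5% in these data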;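 note: 0% = DMSO wells median and 100% = median of wells with control inhibitor compound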
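Material: T. brucei methionyl-tRNA synthetase, purified; reagent: substrates ATP, L-methionine and bulk Escherichia coli tRNA; dosing: 11.9 µM single point; timing: 15 min plus 2 h at 25 °C; detection: luminescence of leftover ATP; evaluation: % inhibition; control set: DMSO-only wells as low control; replicates: singlicate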
Scp1 inh = blocks human Scp-1 phosphatase activity | actives 0.88% (n = 340,000) | Recombinant Scp1, phosphopeptide, malachite green phosphate absorbance | inhibition, % at 20 µM | Q9GZU7;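 active = inhibition above about 50% at 20 µM, limit read from the data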;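 note: plate controls were DMSO wells with enzyme for no effect and wells lacking enzyme for full effect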
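System: truncated SCP-1 phosphatase (76-261aa); medium: Tris acetate buffer pH 5.5 with MgCl2 and Tween-20; incubation: 45 min room-temperature reaction, 5 min colour, 30 min stabiliser; compound: single 20 µM dose, 1% DMSO; reagent: Phosphorylated 17-residue peptide substrate; read-out: % inhibition at 20 µM; technique: colorimetric free-phosphate detection, absorbance 630 nm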
MsrA act = bovine methionine sulfoxide reductase A activation | purified bovine MsrA, absorbance read-out | activation, % at 10.6 µM | actives 0.3% (n = 360,000) | AID 602163; in the data active = activation above about 7.5%;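 note: 0% = vehicle and 100% = reference activator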
MsrA inhibitor = bovine MsrA inhibition; AID 651718; purified bovine MsrA, absorbance read-out; inhibition, % at 15.5 µM; actives 0.75% (n = 360,000); in the data active = inhibition above about 4.5%;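 note: 0% = vehicle wells with enzyme and 100% = reference inhibitor wells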
SUMO1 PPI mod = modulators of human SUMO1-mediated protein-protein interactions | inhibition, % at 20 µM | actives 0.33% (n = 360,000) | P63165 | SUMO1 binding to a labelled peptide, TR-FRET, 1 h | AID 602429; in the data active = inhibition above about 37%
STEP block = blocks human striatal-enriched tyrosine phosphatase; inhibition, % at 20 µM; recombinant STEP, OMFP fluorogenic substrate, fluorescence; actives 0.25% (n = 360,000); P54829; AID 588621;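 active = inhibition at 20 µM, scaled per plate between control wells, above about 37%, limit read from the data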;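 note: 0% = DMSO with enzyme and substrate and 100% = substrate only without enzyme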
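Also added – OMFP at 25 µM · Test system – STEP tyrosine phosphatase · Technique – FITC-channel fluorescence of OMFP product · Schedule – 20 min at room temperature, dark · Evaluation – control-normalized % inhibition with plate pattern correction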
eLon inh = E. coli protease La inhibition. P0A9M0. purified E. coli Lon protease, fluorescence polarization. inhibition, % at 7.94 µM. actives 0.42% (n = 360,000); in the data active = inhibition above about 13%, passing the limit was not always enough;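 note: 0% = enzyme with probe and DMSO and 100% = no enzyme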
* hit, by the source's call; · = not tested or not shown.

Each structure is followed by: STEP block, Scp1 inh, MsrA inhibitor, NRP1-CendR mod, MsrA act, DNMT1 block, eLon inh, TbMetRS inhib, SUMO1 PPI mod, LMPTP block
1	CCCOc1ccc(N2C(=O)CC(N3CCN(CCN=CC4=C(O)CC(C)(C)CC4=O)CC3)C2=O)cc1 (centres undefined)
→ -1, -7, 1.4, -2, -2, -1, -1, -0.6, 4, -2.7
2	Cc1nn(-c2ncccn2)c2c1C(=O)CC(C)(C)C2Br (centres undefined)
→ 2, 0, -0.1, -18, -9, 8, -6, -2.7, 0, -1.5
3	COc1ccc2sc(/C=C/c3ccccc3O)[n+](C)c2c1
→ -2, 7, 2.4, -181, -4, -10, -67, -1.0, -35, 1.3
4	Cc1ccc(OCCNc2ccc(S(=O)(=O)N3CCCC3)cn2)cc1
→ 1, -1, -0.2, 1, -1, 1, -4, -0.2, -2, 0.8
5	CCCN1CCN(C(=O)CCS(=O)(=O)c2cc3c(cc2Cl)NC(=O)CO3)CC1
→ 2, 2, -1.1, 3, -3, 6, -10, -0.7, 1, -1.1
6	CN1CCCN(Cc2ccccc2C(F)(F)F)CC1
→ 2, -6, -0.3, 0, -4, -1, 3, -0.1, -2, -3.3
7	O=C(N/N=C/c1cccnc1)c1cccc(Cl)c1
→ -2, 1, -0.4, 11, -1, 0, -4, -0.5, -5, -1.2
8	CCCN1CCn2c3c(c4cc(Br)ccc42)CCCC31 (centres undefined)
→ 2, 2, -0.1, -3, -6, 5, -2, -0.1, 4, 0.2
9	COc1ccc2c(c1)CCc1c-2n[nH]c1C(=O)O
→ -4, 2, -0.5, -6, -9, -3, -10, 0.5, 11, -1.4
10	Cc1ccc(C(=O)N/C(=C\c2cccs2)c2nc3ccccc3[nH]2)cc1
→ -1, -7, 4.6*, 11, -9, -4, 6, 3.7, -7, 1.1
11	Cc1snc(S(=O)(=O)Cc2ccccc2Cl)c1C#N
→ 2, -7, 1.1, -9, 2, -1, -8, -0.2, 0, -1.7
12	Cn1cccc1Cc1nnc(SCC(=O)N2CCOCC2)n1-c1ccc(F)cc1
→ -3, 0, 0.7, 7, -3, -1, 2, 0.0, 36, 0.0
13	Cc1nc(-c2ccccc2)sc1C(N)=O
→ 2, -5, -0.6, -3, -1, 2, 3, 0.1, -11, -0.8
14	CCOC(=O)c1sc2nc(-c3cccnc3)ccc2c1N
→ 6, 3, -0.6, -10, 1, -1, -11, 0.0, -7, 1.2
15	CSc1nsc(SC)c1NC(=O)Nc1ccccc1C
→ -2, -3, 0.1, 1, -4, 11, -3, -0.1, 7, 0.6
16	C/C(=N/NC(=O)CNC(=O)c1cccnc1)c1ccc(Cl)c(Cl)c1
→ -2, -10, 0.1, -7, -2, 2, 5, -0.9, -4, -1.9
17	O=C(NCC1COc2ccccc2O1)Nc1ccccc1F (centres undefined)
→ -1, -5, -0.4, 19*, 0, -3, 4, -0.3, 2, -1.1
18	COc1ccccc1Nc1nc2ccc(C)cc2cc1C#N
→ 2, -7, 0.5, 29*, -11, -3, 1, -1.4, -2, 0.5
19	CCOC(=O)N1CCN(C(=O)C2CCCN(c3ncnc4c3sc3cccc(F)c34)C2)CC1 (centres undefined)
→ -1, -13, -0.6, -14, -5, 0, 6, -0.5, 0, 0.6
20	CN(C(=O)c1ccccc1NC(=O)C(F)(F)F)c1ccccc1
→ 0, -7, -1.1, -4, -5, -6, -3, -0.8, 2, 0.5
21	CC(C)NC(=O)c1ccccc1S(=O)(=O)c1ccccc1C#N
→ 7, 27, 0.8, 4, -4, 4, -16, 0.1, 0, -1.9
22	CC(=O)c1ccc(N2CCN(c3ccc(C(N)=O)cc3[N+](=O)[O-])CC2)cc1
→ 3, -6, 3.3, -11, -4, -1, -10, -0.2, -19, 0.8
23	Cc1ccc(NC(=O)Cn2cc3c(n2)CCC(C)C3)cc1 (centres undefined)
→ -1, -4, -0.3, 5, -3, 0, 2, 1.3, 3, -0.2
24	CCOC(=O)c1ccc(NC(=O)COc2ccccc2OC)cc1
→ 1, -5, 0.0, 10, -1, -3, 2, -0.2, 1, -1.5
25	CC(C)(C)C(=O)C(CO)(Oc1ccc(Cl)cc1)n1cncn1 (centres undefined)
→ -4, -5, -0.5, 14, 1, 2, 9, -0.8, -5, -2.4
26	O=C(O)CCC(=O)Nc1ccccc1C(=O)NCc1ccccc1
→ 0, -8, -1.2, 4, -2, 1, 0, 0.3, -6, -0.4
27	COc1cc(C2NC(=O)c3ccccc3O2)cc(OC)c1OC (centres undefined)
→ 2, -15, -0.4, 7, 0, 2, 10, 0.5, 2, -1.0
28	CC(=O)N=c1sc(S(N)(=O)=O)nn1C
→ -2, 6, -0.8, 0, -7, 4, -9, -1.0, -2, -1.3
29	CCNC(=O)/C(C#N)=C/c1c(N2CCCCCC2)nc2ccccn2c1=O
→ 1, -7, 1.5, -1, -6, -2, -7, -1.3, -23, -2.7
30	Cc1ccc2nc(NCc3ccccc3)c(C=O)c(=O)n2c1
→ -2, 1, -0.9, 2, -11, 6, -1, -0.4, -11, -2.1
31	CCCCOC(=O)NC1CCc2cc(OC)c(OC)c(OC)c2-c2ccc(SC)c(=O)cc21 (centres undefined)
→ -2, -3, 0.0, 7, -4, 0, 1, -0.4, -27, 0.5
32	CCOC(=O)C1(Cc2ccc(OC)cc2)CCN(C(=O)CCc2cnccn2)CC1
→ 0, -4, -0.9, -3, -3, -3, -5, 0.3, 3, -0.6
33	CCOC(=O)N1CCC(N2Cc3cccc(C(=O)NCc4ccc5c(c4)OCO5)c3C2=O)CC1
→ 6, 92*, 0.2, -6, -2, 20, -2, -0.1, 8, 3.2
34	O=C(Cc1ccc(Cl)cc1)NC1CCCCCC1
→ 0, -10, 1.6, 1, -4, 2, 2, -0.7, 3, 1.1
35	Cc1cc(-c2ccc(C)c(S(=O)(=O)NCCC(C)N3CCCCCC3)c2)on1 (centres undefined)
→ 0, -5, 0.4, 0, -2, 0, 8, 0.2, 4, 0.9
36	O=C(N/N=C/c1ccc(OCc2ccccc2)cc1)c1cc[n+](Cc2ccccc2)cc1
→ 7, -16, 1.2, -12, -3, 3, -2, 0.3, -28, 7.2
37	Nc1nc(-c2ccc(Cl)cc2)cn1N
→ -4, -9, -0.3, 24, -4, 1, 0, -0.2, 3, 0.7
38	Cc1[nH]nc(SCC(=O)NCc2ccc(F)cc2)c1[N+](=O)[O-]
→ -4, -10, -0.4, -2, 5, 0, -6, 0.1, -5, 0.0
39	COc1cc(Cl)c([C@@H]2C[C@H]3CN(c4ccccc4)C(=O)[C@]34CCCN24)cc1OC
→ 4, 1, 0.0, -4, -8, -1, -1, -0.9, -1, 0.3
40	O=C(N/N=C/c1cccc(C(F)(F)F)c1)c1ccccc1O
→ -1, 2, 1.1, -11, -4, 4, -2, 0.9, 5, -1.0
41	COc1ccc(OC)c(C(=O)CSc2nnc(-c3cccnc3)n2C)c1
→ -2, 0, 0.3, -3, 0, 0, -5, -0.2, -2, 1.5
42	Cc1ccc(-c2nn(-c3ccccc3)cc2C(=O)Nc2cccc(S(=O)(=O)N3CCOCC3)c2)cc1
→ 0, -7, 0.2, -2, -4, -9, -8, -0.9, -1, 2.3
43	O=C(NC1CCCc2ccccc21)C1CCCC1 (centres undefined)
→ 1, -6, -1.2, 4, -3, -1, 2, -0.4, 1, -1.4
44	Cc1c(C)c2ccc(OCC(=O)N3CCC(C(=O)O)CC3)cc2oc1=O
→ -1, -4, 1.0, -2, -9, 1, 4, -2.5, -3, -2.1
45	Cc1cc(Cl)ccc1NC(=S)NCCC(c1ccccc1)c1ccccc1
→ -1, -6, -0.2, 4, -8, 3, 7, -1.3, 0, 3.8
46	O=C(COC(=O)c1cc(=O)c2ccccc2o1)Nc1ccccc1F
→ -4, -4, -0.1, 10, -4, 5, 2, 0.3, -5, -0.8
47	CCCCP(=O)(c1ccccn1)c1ccccn1
→ -6, 0, -0.4, -11, -14, 6, -14, -1.2, 4, 0.1
48	COCCNC(=O)CN(C(=O)Cn1nnc2ccccc21)c1cc(C)cc(C)c1
→ 0, -1, -0.6, -2, -2, -2, -1, 0.2, 1, -0.8
49	CCNC(=O)CC1SC(=Nc2cccc3ccccc23)N(C)C1=O (centres undefined)
→ -4, -3, 0.2, 3, -4, -5, 1, 0.4, -10, -0.4
50	CCOC1=C2[C@H](c3ccccc3)N(S(=O)(=O)c3ccc(C)cc3)[C@H](C(C)C)[C@H]2n2c(=O)n(-c3ccccc3)c(=O)n2C1
→ 1, ·, -0.3, -2, -3, -10, -1, -0.6, 0, 1.0
51	CC(N)c1csc(Nc2ccc(S(C)(=O)=O)cc2)n1 (centres undefined)
→ -1, ·, 0.2, 8, -3, 4, -8, 0.2, 7, -1.8
52	CC(C)(CNS(=O)(=O)c1ccc(Cl)cc1)N1CCCCC1
→ 0, -6, 0.0, -4, -2, 1, -8, 0.1, 7, -0.9
53	CCOCCCN(C(=O)c1snc(C(N)=O)c1N)C(C(=O)NC1CCCC1)c1ccc(O)c(OC)c1 (centres undefined)
→ -2, 8, 1.2, 5, -11, 1, 1, -0.7, -7, -0.1
